KCNQ2 block = KCNQ2 potassium channel inhibitors, primary screen, cell-based, CHO-K1, FluxOR thallium flux, B-score (AID 2156) | B-score at 10 µM | 310,000 compounds, 1.1% hits | O88943 | 20 min; stronger effect = lower value;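 active = fluorescence ratio B-score at most minus 3 library SDs, with starting brightness B-score within 2 library SDs, cut at about -5.5 in these data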
STK33 inh = human STK33 kinase inhibition; 320,000 compounds, 0.073% hits; inhibition, % at 10 µM; purified STK33, MBP phosphorylation, ADP-Glo luminescence;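 active = inhibition at or above 25%, using the most active replicate where run in duplicate; inactive = inhibition below 25%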
Target sequence (Q9BYT3 whole entry, looked up): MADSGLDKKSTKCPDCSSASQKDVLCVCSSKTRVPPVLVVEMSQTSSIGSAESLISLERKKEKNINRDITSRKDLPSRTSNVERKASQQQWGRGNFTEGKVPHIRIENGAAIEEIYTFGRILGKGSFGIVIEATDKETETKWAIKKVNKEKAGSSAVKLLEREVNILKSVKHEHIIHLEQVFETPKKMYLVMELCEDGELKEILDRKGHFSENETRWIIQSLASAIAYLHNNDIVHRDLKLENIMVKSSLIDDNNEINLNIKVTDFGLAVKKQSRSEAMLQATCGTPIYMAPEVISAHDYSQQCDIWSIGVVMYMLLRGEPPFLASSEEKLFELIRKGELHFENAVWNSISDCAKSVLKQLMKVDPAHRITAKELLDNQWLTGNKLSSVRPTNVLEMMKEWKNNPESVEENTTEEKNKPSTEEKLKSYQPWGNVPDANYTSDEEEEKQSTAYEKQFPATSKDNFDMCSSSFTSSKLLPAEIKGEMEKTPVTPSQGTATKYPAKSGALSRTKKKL
OX1R FRET antag = antagonists of human orexin 1 receptor (OX1R); 330,000 compounds, 1.8% hits; inhibition, % at 6.6 µM; OX1R-expressing cells, FRET antagonist read-out; O43613; in the data active = inhibition mostly above about 38%, no sharp cut-off; inactive = mostly below about 40%;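 also: 0% = agonist challenge alone and 100% = reference antagonist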
Target sequence (O43613 whole entry, looked up): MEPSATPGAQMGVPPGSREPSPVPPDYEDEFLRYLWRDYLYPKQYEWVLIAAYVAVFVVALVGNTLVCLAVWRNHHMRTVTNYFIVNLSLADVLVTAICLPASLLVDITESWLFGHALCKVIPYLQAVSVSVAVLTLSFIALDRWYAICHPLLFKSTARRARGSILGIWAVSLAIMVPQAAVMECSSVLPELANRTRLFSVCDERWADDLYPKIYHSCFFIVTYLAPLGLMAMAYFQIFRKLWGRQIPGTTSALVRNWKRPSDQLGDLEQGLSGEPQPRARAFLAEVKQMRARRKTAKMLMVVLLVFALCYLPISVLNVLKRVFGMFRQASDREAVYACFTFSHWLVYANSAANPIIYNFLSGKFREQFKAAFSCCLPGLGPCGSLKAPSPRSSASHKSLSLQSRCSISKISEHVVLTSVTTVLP
Active calls of the source: *; i = inactive; . = no result given.

KCNQ2 block	STK33 inh	OX1R FRET antag	Structure
i	-0.2	5	CC(C)c1ccc(S(=O)(=O)c2cn(Cc3ccc(F)cc3)c3cc4c(cc3c2=O)OCO4)cc1
i	-1.7	3	O=C(CCCCn1c(=O)[nH]c2ccsc2c1=O)NCC1CCCO1 (stereo not given)
i	-1.0	5	CCCn1nc(Oc2nc(N(C)C)nc(N(C)C)n2)ccc1=O
i	-0.8	1	Cc1noc(C)c1C(=O)NC(C)C1CCCO1 (stereo not given)
i	-0.5	46	CCOC(=O)C1=C(CSc2nc(-c3ccncc3)ccc2C#N)OC(N)=C(C#N)C1c1cccnc1 (stereo not given)
i	-0.9	8	CN(c1ccc(C(=O)N2CCOCC2)cc1)S(=O)(=O)c1ccc(Cl)cc1
i	0.1	33	Cc1ccc(C(=O)Nc2ccc3c(c2)nc(CCNC(=O)c2ccco2)n3C)cc1
i	-2.0	2	COc1ccc(C)c2sc(NC(=O)C3CC3)nc12
i	0.8	-7	CCc1nnc(NS(=O)(=O)c2ccc(NC(=O)/C=C/c3ccccc3Cl)cc2)s1
i	-2.4	2	CCOC(=O)C1CCCN(C(=O)c2cccc3ccccc23)C1 (stereo not given)
i	-1.4	18	O=c1[nH]cnc2c1ncn2[C@H]1CC[C@@H](CO)O1
i	0.6	115*	Cc1nnc(N/N=C\c2ccc(-c3cccc(C(=O)O)c3)o2)n1N
i	0.0	23	Cc1cc(C)c2c(-n3cccc3)n[nH]c2n1
.	-0.9	12	O=C1C=C(c2cccc(Cl)c2O)C[C@@H](c2ccc(Cl)cc2)C1
i	-0.5	-7	O=C(c1ccccc1)N1CCN(c2ncccn2)CC1
.	0.4	15	O=C(COC(=O)/C=C/c1ccc([N+](=O)[O-])cc1)Nc1ccc(F)cc1
i	-0.7	34*	COc1cc(NC(=O)c2cc3ccccc3cc2O)c(OC)cc1Cl
i	-0.2	7	CNc1ccc(Oc2c(F)c(F)nc(F)c2F)cc1
i	-0.3	25	COc1cc(CN2CCCN(C)CC2)c([N+](=O)[O-])cc1OC
.	0.0	7	CN(CC(=O)Nc1ccc(F)cc1)C(=O)CSc1nnc(Cc2ccccc2)o1
.	-0.5	0	CC(C)(CNC(=O)CNC(=O)c1ccccc1F)N1CCOCC1
i	1.0	8	COc1ccc(C2CC(c3ccco3)n3ncnc3N2)cc1 (stereo not given)
i	-0.7	7	COCCNC(=O)c1ccc(NC(C)=O)cc1
i	-0.6	10	COCCCNC(=O)c1cc2c(s1)CS(=O)(=O)C2
i	-0.6	7	COc1ccc(NC(=O)CSCC(=O)Nc2ccc(S(=O)(=O)N3CCCC3)cc2)cc1

The last 4 entries of the part above come first, to join the parts:
KCNQ2 block	STK33 inh	OX1R FRET antag	Structure
i	1.0	8	COc1ccc(C2CC(c3ccco3)n3ncnc3N2)cc1 (stereo not given)
i	-0.7	7	COCCNC(=O)c1ccc(NC(C)=O)cc1
i	-0.6	10	COCCCNC(=O)c1cc2c(s1)CS(=O)(=O)C2
i	-0.6	7	COc1ccc(NC(=O)CSCC(=O)Nc2ccc(S(=O)(=O)N3CCCC3)cc2)cc1
i	-0.3	15	CC1(C)CC(=O)c2c(noc2-c2ccccc2)C1
i	1.3	21	N#CC1(C#N)CC(C=O)=C(N)C1(C#N)CC(=O)C12CC3CC(CC(C3)C1)C2 (stereo not given)
i	-0.5	20	CC(=O)Nc1ccc(C(=O)OCC(=O)NCc2ccc(Cl)cc2)cc1
i	-0.8	14	CC1(C)Cc2c(C#N)c(N3CCN(C(=O)c4ccco4)CC3)nc(Cc3ccccc3)c2CO1
i	-0.7	7	CCCn1c(SCC(=O)N2CCCCC2)nnc1-c1ccccn1
.	-0.4	15	Cc1ccc(C2=CC(=O)C[C@H](c3ccc(F)cc3)C2)cc1
i	-0.9	5	Clc1ccc(N2CCN(/N=C/c3cccnc3)CC2)cc1
i	0.1	24	Cc1sc2ncn(CC(=O)N3CCN(c4ccccn4)CC3)c(=O)c2c1S(=O)(=O)N1CCCCC1
.	-0.9	19	O=C(CN1CCCC1c1cccs1)Nc1cc(S(=O)(=O)N2CCCC2)ccc1Cl (stereo not given)
.	-0.6	8	CN(CC(=O)Nc1ccc(N2CCOCC2)cc1)C(=O)c1ccc(CS(C)(=O)=O)cc1
i	-3.3	69	CCNCCNc1ccc(Cl)cc1[N+](=O)[O-]
i	-24	1	COc1ccc(C(c2nnnn2C(C)(C)C)N2CCN(C)CC2)cc1OC (stereo not given)
i	-1.8	4	Cc1ccccc1C(=O)NNC(=O)c1cccn1C
i	-1.1	7	COCCCNC(=O)c1cc(S(=O)(=O)N2CCOCC2)ccc1SCc1cccc(OC)c1OC
i	-0.6	16	O=C(NC1CCCCCC1)c1nnc(Cc2ccc(Cl)cc2)o1
.	-1.4	7	COc1ccccc1N(Cc1ccccc1)S(=O)(=O)c1cccc(C(=O)NCC2CCCO2)c1 (stereo not given)
.	-0.2	5	Cc1ccc(NC(=O)c2ccc(Cl)nc2)cc1S(=O)(=O)N1CCOCC1
i	-3.1	13	CCc1c(C)nc(SCCOc2ccc(OC(C)C)cc2)[nH]c1=O
i	1.4	3	COc1ccc(CCN(C)Cc2ccc(C(=O)Nc3ccccc3)cc2)cc1OC
i	0.3	7	Cc1ccc2c(c1)C1CC(C)(O2)N(c2cccc(C(=O)NC3CCN(Cc4ccccc4)CC3)c2)C(=O)N1 (stereo not given)
i	-1.2	2	O=C(Cc1cccc2ccccc12)Nc1ccc(O)cc1C(=O)O
i	3.4	17	O=C(COC(=O)c1ncc(Cl)c(Cl)c1Cl)NC1CCCCCC1
i	-0.3	9	CC(=O)Nc1cc2c(cc1NC(=O)Cn1nnc(-c3ccc(C)o3)n1)OCCO2
i	-0.5	10	CO/N=C(\C(=O)N[C@@H]1C(=O)N2C(C(=O)O)=C(COC(N)=O)CS[C@H]12)c1ccco1
i	-0.2	17	CCCn1nnnc1NCc1ccc(F)cc1
i	0.5	14	O=C1C=C(c2ccccc2)C(O)(c2ccccc2)C1 (stereo not given)
i	-1.9	3	CC(=O)N1c2ccc(S(=O)(=O)N3CCC(C(=O)Nc4ccc(C)cn4)CC3)cc2CC1C (stereo not given)
i	-1.7	16	CCC1CCCCN1CCCNC(=O)c1nn(C)c2c1CS(=O)(=O)c1ccccc1-2 (stereo not given)
i	0.2	21	O=C(Cn1cccc1C(=O)c1ccccc1)NCc1ccc(F)cc1
i	-0.4	10	O=C(Nc1ccc(S(=O)(=O)N2CCOCC2)cc1)c1ccc([N+](=O)[O-])s1
i	-0.1	5	Cc1ccc(-c2nnn(CC(=O)N(CCN3CCOCC3)C(C(=O)NC(C)(C)C)c3ccco3)n2)cc1 (stereo not given)
i	-2.5	11	Cc1ccccc1OCC(=O)OC(C(=O)c1ccccc1)c1ccccc1 (stereo not given)
i	0.6	46	CN(C)c1ccc(NC(=O)CSc2nc(N)c(C(=O)Nc3ccc(N(C)C)cc3)s2)cc1
i	-0.2	9	O=C(O)CC(c1ccc(Br)cc1)N1Cc2ccccc2C1=O (stereo not given)
i	0.3	4	O=C(O)CCCN1C(=O)C2C3C=CC(C2C1=O)C1C(=O)N(CCCC(=O)O)C(=O)C31 (stereo not given)
i	0.3	-3	CC1=C(C(=O)OC(C)C)C(c2ccc(O)cc2)NC(=O)N1 (stereo not given)
i	0.8	-3	Cc1ccccc1N1CCN(C2CCCN(C(=O)CCc3c(C)noc3C)C2)CC1 (stereo not given)
i	-1.4	10	COc1ccc(N2C(=O)CCC(C(=O)Nc3cccc(C)n3)C2c2ccc(OC)c(OC)c2)cc1 (stereo not given)
i	0.7	17	COc1cc([N+](=O)[O-])ccc1NC(=O)CCCOc1cccc(C)c1
i	-0.1	16	COc1ccc(-c2noc(CCC(=O)Nc3ccc(C)c(C)c3)n2)cc1
i	0.5	15	Cc1ccc2oc(=O)c3cnn(CC(=O)NCCCOC(C)C)c3c2c1
i	1.8	30	CC(C(=O)N=Nc1c(O)[nH]c2ccccc12)n1cnc2ccccc2c1=O (stereo not given)
i	-1.0	13	Cc1cc2c(cc1S(=O)(=O)N1CC(C)CC(C)C1)OCC(=O)N2 (stereo not given)
i	0.4	15	COCCNc1c2c(nc3c(-c4ccccc4)c(C)nn13)CCC2
i	-0.2	35	C#Cc1ccc([C@H]2C=C(C(=O)Nc3ccccc3)O[C@@H](OCc3ccc(CO)cc3)C2)cc1
i	-1.5	0	CC(C)C[C@H](NC(=O)c1ccc(OC2CCN(C(=O)C3CC3)CC2)cc1)C(N)=O
i	0.3	15	CC(C)Oc1ccc(/C=N/NC(=O)c2ccc(N(Cc3ccccc3)S(C)(=O)=O)cc2)cc1
i	-0.7	18	COc1ccc(/C=N/NC(=S)Nc2cccc(C(=O)O)c2)cc1
i	-1.2	26	COCCN1C=C(C(=O)OC)C(c2ccc(OC)c(OC)c2)C(C(=O)OC)=C1
i	1.1	10	O=C(Nc1ccc(NC(=O)C2CC2)cn1)c1ccccc1

More records.
KCNQ2 block	STK33 inh	OX1R FRET antag	Structure
.	1.7	26	O=C(Nc1ccc(C(=O)N2CCN(c3ccccn3)CC2)cc1)c1ccc(Br)o1
i	-1.1	5	CC(=O)c1cccc(NC(=O)CC2S/C(=N/N=C3CCCCCC3)NC2=O)c1 (stereo not given)
i	-0.3	16	O=C(C1CCN(S(=O)(=O)c2cnc[nH]2)CC1)N1CCN(c2ncccn2)CC1
i	-0.1	42	O=C(NCCNc1ccc([N+](=O)[O-])cc1C(F)(F)F)c1ccccc1F
.	-1.0	3	CC1CCCCC1NC(=O)COC(=O)c1ccc2c(=O)n3c(nc2c1)CCC3 (stereo not given)
i	-0.6	22	CCn1c(N2CCN(CC(=O)Nc3cccc(C)c3C)CC2)nc2ccccc21
i	0.9	37	O=c1c(/C=N/O)coc2ccc3ccccc3c12
i	-1.0	1	CCc1ccc(NC(=O)CN(C(=O)N2CCN(CC)CC2)S(=O)(=O)c2ccc(C)cc2)cc1
.	-2.6	17	CCN1CCN(S(=O)(=O)c2ccc3c4c(cccc24)C(=O)N3CC)CC1
i	-0.2	20	COc1ccc(CCNC(=O)CN(CCc2ccccc2)S(C)(=O)=O)cc1
i	0.0	2	COCCCNC(=O)CSc1nc2c(sc(=S)n2-c2cc(Cl)ccc2OC)c(=O)[nH]1
i	-0.5	26	CNS(=O)(=O)c1ccc2c3c(cccc13)C(=O)N2C
i	-2.3	-6	O=c1cc(N2CCc3ccccc3C2)[nH]c(=O)n1-c1ccccc1Cl
-6*	3.4	10	Cc1nc(N2CCN(c3ccccn3)CC2)c2c(C)c(C(=O)Nc3ccc(Br)cc3C)sc2n1
.	1.6	11	COc1ccc(C(=O)Nc2ccc(S(=O)(=O)Nc3nccnc3OC)cc2)cc1OC
i	-1.0	6	Cc1ccc(-n2ncc(C(=O)NCc3ccc4c(c3)OCO4)c2NC(=O)c2ccco2)cc1C
i	-0.1	14	Cc1occc1C(=O)NC1CCCN(Cc2ccc(CC(C)C)cc2)C1 (stereo not given)
i	-0.9	25	O=C(O)c1cc(S(=O)(=O)Nc2cccc3ccccc23)c(Cl)cc1Cl
i	-0.7	16	O=C(NCc1cccnc1)C1c2ccccc2C(=O)N1Cc1ccco1 (stereo not given)
i	-1.5	4	CCN(CC)C(=O)Nc1c(C)n(C)n(-c2ccccc2)c1=O
i	0.5	17	CCN1C(=O)[C@H]2[C@@H](c3ccc(SC4CCCCC4)cc3)N[C@@](CC(C)C)(C(=O)OC)[C@H]2C1=O
i	-0.2	22	NC(=O)NC(CC(=O)Nc1cccnc1)c1cccc(Br)c1 (stereo not given)
i	-0.5	15	COc1ccc(-n2nc(C(=O)NCC(=O)N3CCC(C)CC3)c3ccccc3c2=O)cc1Cl
i	0.1	13	CCN(Cc1cnn(C)c1)C(=O)c1ccc2nc(Cc3cccc(Cl)c3)oc2c1
i	-1.2	14	CCO[C@@H]1OC(C(=O)O)=C[C@H](c2coc3ccccc3c2=O)[C@H]1CCCO

Whole records, quoted from the list. Order of values: KCNQ2 block | STK33 inh | OX1R FRET antag
CC(=O)c1cccc(NC(=O)CC2S/C(=N/N=C3CCCCCC3)NC2=O)c1 (stereo not given) is listed with i | -1.1 | 5
Cc1ccc(-n2ncc(C(=O)NCc3ccc4c(c3)OCO4)c2NC(=O)c2ccco2)cc1C is listed with i | -1.0 | 6
CNS(=O)(=O)c1ccc2c3c(cccc13)C(=O)N2C is listed with i | -0.5 | 26

New compounds follow
KCNQ2 block	STK33 inh	OX1R FRET antag	Structure
i	0.2	7	Cc1c(C(=O)O)[nH]c2c1C(=O)CC(c1ccccc1)C2 (stereo not given)
i	-2.2	1	O=C(NC1CCNCC1)C1CCCCC1
i	1.5	79*	O=C(Nc1ccc([N+](=O)[O-])cc1)C(=O)Nc1cccc(C(=O)O)c1
i	-4.0	11	CSc1cccc(NC(=O)C(=O)NCc2ccccc2)c1
i	0.3	15	C=CCN(C(=O)c1csnn1)C(C(=O)NC1CCCC1)c1ccccc1F (stereo not given)
i	1.7	35	Cc1ccc2nc(NC(=O)c3ccc4ncsc4c3)sc2c1
i	-0.4	15	Cc1ccc2cccc(Oc3ccc([N+](=O)[O-])cc3[N+](=O)[O-])c2n1

An excerpt from above in order of the OX1R FRET antag value, descending:
KCNQ2 block	STK33 inh	OX1R FRET antag	Structure
i	-0.3	25	COc1cc(CN2CCCN(C)CC2)c([N+](=O)[O-])cc1OC
.	-1.0	3	CC1CCCCC1NC(=O)COC(=O)c1ccc2c(=O)n3c(nc2c1)CCC3 (stereo not given)
i	-2.2	1	O=C(NC1CCNCC1)C1CCCCC1

Exported with values under each structure: entries from further up
Under each structure: KCNQ2 block | STK33 inh | OX1R FRET antag
Cc1ccc2cccc(Oc3ccc([N+](=O)[O-])cc3[N+](=O)[O-])c2n1
  i | -0.4 | 15
Cc1ccc2nc(NC(=O)c3ccc4ncsc4c3)sc2c1
  i | 1.7 | 35
O=C(Nc1ccc([N+](=O)[O-])cc1)C(=O)Nc1cccc(C(=O)O)c1
  i | 1.5 | 79*

Screening results as filed in PubChem BioAssay.
